Assay outcomes: PubChem, National Center for Advancing Translational Sciences (NCATS)
EPAC2 ag: qHTS for Agonist of cAMP-regulated guanine nucleotide exchange factor 4 (EPAC2): primary screen. Rap guanine nucleotide exchange factor 4 (Homo sapiens), Q8WZA2. AID 720711, 2013. EPAC2 activation, biochemical qHTS; response scale: 100% = 6.5 mM cAMP response. Potency, µM (top dose mostly 154 µM), for inactives: top-dose activation, actives largely listed as activators. 360,000 tested, 0.079% active; also: potency is read from the fitted curve at half-maximal effect; nearly all actives have a fitted effect of over 50% in size
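Readout is BODIPY fluorescence (480 nm excitation, 540 nm emission), which falls as labeled GDP is exchanged off Rap1B. EPAC2 at 100 nM acted on 250 nM RAP1B-BODIPY-GDP with 50 uM GDP present.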
DRD3 agonist: qHTS of D3 Dopamine Receptor Agonist: qHTS; D(3) dopamine receptor (Homo sapiens), P35462; D3R DiscoveRx beta-arrestin cells, luminescence, 90 min; max activation, %; 410,000 tested, 0.58% active; in the data active = max activation above about 30%; also: 0% is about no effect; mostly tested at two doses, the higher about 12 µM
Target sequence (P35462 whole entry, looked up): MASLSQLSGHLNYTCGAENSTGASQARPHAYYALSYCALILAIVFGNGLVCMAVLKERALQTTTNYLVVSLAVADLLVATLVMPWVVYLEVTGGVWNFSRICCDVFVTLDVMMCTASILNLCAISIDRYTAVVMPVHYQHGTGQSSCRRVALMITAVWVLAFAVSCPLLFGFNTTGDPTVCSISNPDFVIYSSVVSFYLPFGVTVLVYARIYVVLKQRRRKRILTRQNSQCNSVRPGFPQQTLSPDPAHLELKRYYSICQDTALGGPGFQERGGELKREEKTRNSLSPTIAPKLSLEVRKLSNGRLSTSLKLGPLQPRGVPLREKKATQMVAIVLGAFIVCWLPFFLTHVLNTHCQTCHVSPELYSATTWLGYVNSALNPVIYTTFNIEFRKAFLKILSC
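Agonist-mode cell screen: cells plated at 1500/well and incubated overnight at 37 °C, then exposed to library compounds for 90 min at 37 °C. Detection reagent was added for 30–60 min at room temperature, and luminescence was read.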
Abeta yeast res: qHTS for compounds that reverse cellular toxicity of Amyloid beta (A-beta) peptide in yeast: Primary Screen; yeast expressing A-beta42, growth rescue, OD600, 48 h; response scale: 0% DMSO, 100% iron-clioquinol control; Potency, µM (titrated, usually from 46.1 µM), for inactives: at the top dose growth rescue, actives largely listed as activators; 410,000 tested, 0.063% active; AID 1347071, 2019; also: potency is read from the fitted curve at half-maximal effect; nearly all actives have a fitted effect of over 55% in size
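Growth rescue measured by 600 nm absorbance after 48 h yeast culture at 30 C with compound. Values normalized between DMSO and an equimolar ferric chloride plus clioquinol control.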
TDP43 rescue: qHTS of TDP-43 Inhibitors; 410,000 tested, 1.8% active; Potency, µM (highest dose often 46.1 µM), for the others: top-dose growth rescue (activation), usual class: activators; TDP-43 expressing yeast growth rescue, BacTiter-Glo, 24 h; also: potency is read from the fitted curve at half-maximal effect; % of control where 0% means no effect; nearly all actives have a fitted effect of over 50% in size
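Luminescence from BacTiter-Glo reports growth of TDP-43-expressing yeast after 24 hr at 30 deg C with compound. Cells were raffinose-pregrown to mid-log, then seeded in galactose medium at OD600=0.02.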
FUS yeast rescue: qHTS for Suppressors of FUS Proteinopathy: Primary screen using FUS-linked yeast assay; 390,000 tested, 0.24% active; AID 1347120, 2019; Potency, µM (doses to about 76.6 µM), for inactives: top-dose growth rescue (activation), usual class: activators; S. cerevisiae FUS-expressing, growth rescue, OD600, 24 h;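 also: potency is read from the fitted curve at half-maximal effect; plate controls were DMSO vehicle for no effect and reference control for full effect; nearly all actives have a fitted effect of over 55% in size; some results filed as inactive show a strong effect at the top dose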
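Galactose (2%) drives FUS expression in yeast precultured in raffinose; seeding density OD 0.005. Test compounds incubated 24hr at 30C and 99% humidity before absorbance at 600 nm was measured.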
EPAC2 antag: qHTS for Antagonist of cAMP-regulated guanine nucleotide exchange factor 2 (EPAC2): primary screen | Rap guanine nucleotide exchange factor 4 (Homo sapiens), Q8WZA2 | EPAC2 GEF exchange of Rap1B-BODIPY-GDP, fluorescence | Potency, µM (doses to about 114 µM), for the others: at the top dose activity, negative = inhibition, actives largely listed as inhibitors | 360,000 tested, 0.18% active; also: potency is read from the fitted curve at half-maximal effect; % is scaled to controls: 0 for no effect and ±100 for the full control effect; nearly all actives have a fitted effect of over 45% in size; many of its hits are not listed in these tables
aSyn yeast inh: qHTS of alpha-syn Inhibitors. Yeast expressing alpha-synuclein, growth rescue, BacTiter-Glo, 24 h. Potency, µM (series often up to 46.1 µM), inactives show at the highest dose growth rescue (activation), most hits filed as activators. 370,000 tested, 0.14% active. AID 652106, 2013; also: potency is read from the fitted curve at half-maximal effect; % of control where 0% means no effect; nearly all actives have a fitted effect of over 65% in size
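Readout is rescue of growth in alpha-synuclein-expressing yeast, so inhibitors of toxicity appear as activators. Growth after 24 hr at 30 deg C in galactose medium is quantified by luminescence.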
DRD3 antagonist: qHTS of D3 Dopamine Receptor Antagonist: qHTS | D(3) dopamine receptor (Homo sapiens), P35462 | D3R cells, DiscoveRx beta-arrestin luminescence, antagonist mode; hits give low values | max response, negative = inhibition, % | 360,000 tested, 2.5% active | AID 652054, 2013; in the data active = max response below about -50%; inconclusive = no clear call, values can overlap the other calls; also: % is scaled to controls: 0 for no effect and ±100 for the full control effect; mostly tested at two doses, the higher about 12 µM
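Cells expressing the human receptor were seeded at 1500 cells/well, incubated overnight at 37 degrees C in 5% CO2, then exposed to library compounds with dopamine controls for 90 minutes at 37 degrees C before luminescent detection.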
An asterisk follows results filed as active; u = inconclusive; x = not tested or not shown; & = joins results of further samples; [ ] = remark or other dose. Unless noted, calls follow the shape of the dose curve; as a rule, active = well fitted curve in the direction sought with a large enough effect; inconclusive = small, poorly fitted or top-dose-only effect, or another doubt; inactive = no such curve, though single readings can be large; an effect the other way counts as inactive or inconclusive. These rows are one share of the data; count on the stated rates, not on these rows.

SMILES	EPAC2 ag	DRD3 agonist	Abeta yeast res	TDP43 rescue	FUS yeast rescue	EPAC2 antag	aSyn yeast inh	DRD3 antagonist
COc1ccc(C(=O)NC2CCN(C(=S)NCCc3ccccc3)CC2)cc1	-4%	-9	-6%	-32%[inhibitor]	17%	36%[activator]	-1%	0
COC(=O)c1ccccc1NC(=O)CN(c1cc(OC)ccc1OC)S(C)(=O)=O	-1%	2	9%	6%	-27%	6%	x	4
O=C(CCn1c(=O)c2cccn2c2cccnc21)NCc1cccc(Cl)c1	-4%	5	6%	0%	5%	-6%	7%	8
CC(=O)Nc1cccc(/C(C)=N/Nc2nc3ccccc3s2)c1	1%	4	-10%	10%	-13%	18%	-2%	16
COCCCNC(=O)c1ccc2sc([C@@H]3O[C@H](CO)[C@H](O)[C@H](O)[C@H]3O)nc2c1	5%	3	-11%	19%	-14%	0%	-1%	1
COc1ccc(-n2c(=O)c3ccc(C(=O)NCc4ccc(C)cc4)cc3n(Cc3ccc(Cl)cc3)c2=O)cc1	x	5	-8%	4%	23%	x	11%	x
O=C(CN(Cc1ccc2c(c1)OCO2)C(=O)c1cnsn1)NC1CCCC1	13%	6	4%	12%	-20%	11%	24%	9
CCn1c(CSc2nc3ccccc3s2)nnc1SCC(=O)c1ccc(O)cc1O	0%	1	18%	1%	8%	11%	7%	-22
Cc1cccc(C)c1NC(=O)C(c1ccccc1)N1CCC(Cc2ccccc2)CC1 (stereo unspecified)	-2%	2	-8%	20%	-27%	2%	-1%	3
CCN(CC)S(=O)(=O)c1ccc(NC(=O)c2nn(C)c3c2CSc2ccccc2-3)cc1	x	2	3%	9%	0%	x	x	x
CCOc1cc(C2C3=C(CCCC3=O)OC3=C2C(=O)CCC3)cc([N+](=O)[O-])c1O	-1%	-3	-6%	-20%[0.397 µM]	42%	-11%	-11%	-21
CCc1noc(C)c1C(=O)N(CCCOC)c1c(N)n(Cc2ccccc2)c(=O)[nH]c1=O	9%	1	0%	-10%	13%	14%	-1%	7
CCCCS(=O)c1snnc1C (stereo unspecified)	-1%	0	-7%	13%[9.22 µM]	30%	4%	0%	4
N[C@@H](CO)c1nnc([C@H](CC(=O)O)NC(=O)C2CCNCC2)o1	6%	-24	-14%	-6%	-8%	-1%	-13%	u
Cc1cc(C)cc(-n2ncc3c2CCCC3NC(=O)c2csnn2)c1 (stereo unspecified)	2%	-5	-3%	u	-5%	-13%	-1%	-3
CCN(CC(=O)Nc1ccc(NC(C)=O)cc1)C(=O)c1ccc(N(C)S(=O)(=O)c2ccc(C)cc2)cc1	10%	-1	2%	8%	31%	-9%	0%	-3
O/N=C/C1=C(Cl)c2ccccc2CC1	11%	-1	3%	u	0%	-13%	1%	0
CCn1cc(SCC(=O)NCC2CCCO2)c2ccccc21 (stereo unspecified)	-4%	-3	0%	-5%	-22%	0%	-7%	-22
CCOC(=O)[C@H]1[C@H]2COc3ccccc3[C@@H]2N2C(=O)[C@@H](C)NC(=O)[C@@]12C	6%	16	-5%	14%	-13%	5%	0%	14
COC(=O)C(C)NC(=O)COc1ccc2ccccc2c1 (stereo unspecified)	16%	7	-15%	-14%	-1%	-1%	-1%	7
Cc1ccc(NCc2nnc(SCC#N)o2)c(C)c1	7%	-6	10%	-7%	-13%	-3%	0%	-9
Cc1ccc(NC(=O)Cn2cc(C(=O)C3CC3)c3ccccc32)cc1	0%	-10&9	4%&12%	15%&0%	-3%&-11%	-8%	-7%	3
COc1ccc(C2=NS(=O)(=O)N(C)C(C(=O)N3C(C)CCCC3C)=C2)cc1 (stereo unspecified)	8%	-6	5%	3%	-6%	0%	1%	-3
COc1ccc(C2(Nc3cccc(C(=O)O)c3C)C(=O)c3ccccc3C2=O)cc1	x	7	18%	22%	0%	x	x	x
Cc1ccc(C(=O)NC(=S)NNC(=O)CCN2CCOCC2)cc1	-1%	3	-20%	-21%	16%	u	9%	-3
COc1ccccc1NC(=O)Cc1nn(C)c(=O)c2ccccc12	7%	4	21%	u	20%	2%	2%	39
Nc1ccnn1Cc1cccs1	9%	-9	-9%	-3%	x	-2%	-7%	-8
CC(=O)NS(=O)(=O)c1ccc(NC(=O)CN2C(=O)C3C4C=CC(C4)C3C2=O)cc1 (stereo unspecified)	4%	6	4%	0%	x	-2%	7%	6
O=C1Nc2ncccc2OC1CCCl (stereo unspecified)	5%	1	-1%	13%	2%	-1%	-11%	14
Cc1cc(C)c(NC2=CC(=O)CC(C)(C)C2)c(C#N)c1	-3%	0	-9%	-6%	24%	6%	0%	-4
COc1ccc2cc(C(=O)C3CCCN(C(=O)c4cnn(C(C)C)c4)C3)ccc2c1 (stereo unspecified)	-7%	-9	0%	u	9%	-8%	4%	22
OCCN(CC(O)Cn1ccc2ccccc21)CC(O)Cn1ccc2ccccc21 (stereo unspecified)	-7%	0	-11%	-6%	x	-7%	0%	-6
O=C(Oc1ccc2c(c1)C(=O)c1ccccc1CO2)c1ccccc1	-2%	1	-13%	-13%	13%	-9%	-5%	-29
Cc1cc(NC(=O)c2ccco2)ccc1NC(=O)c1ccco1	11%	3	-36%	-34%[inhibitor]	-10%	7%	-26%	5
CCCC(=O)Nc1ccc(N2CCN(C(=O)CCC)CC2)cc1	-1%	0	7%	1%	19%	8%	1%	8
COc1cc(NC(=S)N2CCOCC2)c(OC)cc1Cl	9%	7	3%	7%	0%	3%	-6%	0
COc1ccc(CNC(=O)Cc2c(C)c3c(cc(C)c4c(C)c(C)oc43)oc2=O)cc1OC	x	-9	-11%	5%	-25%	x	x	x
O=C(CCl)NCCN1C(=O)S/C(=C\c2cccnc2)C1=O	5%	-6	-7%	-21%[9.22 µM]	34%	0%	0%	-16
Cc1ccc(C)c(NC(=O)CN(C)C(=O)/C=C/c2ccco2)c1	11%	-9	-4%	-12%	16%	14%	5%	-5
CCOC(=O)[C@@H]1[C@H]2COc3ccc(Br)cc3[C@@H]2N2C(=O)N(c3ccc(C(F)(F)F)cc3)C(=O)[C@@]12C	-4%	-6	10%	11%	41%	-15%	15%	21

Full records, looked up by structure. Screens in order: EPAC2 ag	DRD3 agonist	Abeta yeast res	TDP43 rescue	FUS yeast rescue	EPAC2 antag	aSyn yeast inh	DRD3 antagonist
Shown for O=C(Oc1ccc2c(c1)C(=O)c1ccccc1CO2)c1ccccc1 = -2%	1	-13%	-13%	13%	-9%	-5%	-29
Shown for O=C1Nc2ncccc2OC1CCCl (stereo unspecified) = 5%	1	-1%	13%	2%	-1%	-11%	14

Random excerpt: 2 records from the list.
SMILES	EPAC2 ag	DRD3 agonist	Abeta yeast res	TDP43 rescue	FUS yeast rescue	EPAC2 antag	aSyn yeast inh	DRD3 antagonist
Cc1ccc(C)c(NC(=O)CN(C)C(=O)/C=C/c2ccco2)c1	11%	-9	-4%	-12%	16%	14%	5%	-5
CCCC(=O)Nc1ccc(N2CCN(C(=O)CCC)CC2)cc1	-1%	0	7%	1%	19%	8%	1%	8

Remaining list, next part:
SMILES	EPAC2 ag	DRD3 agonist	Abeta yeast res	TDP43 rescue	FUS yeast rescue	EPAC2 antag	aSyn yeast inh	DRD3 antagonist
C=CCSc1ncccc1C(=O)NCc1ccccc1	4%	-1	6%	0%	4%	-5%	3%	u
COc1ccc(-n2nnnc2SCC(=O)Nc2ccc3c(c2)OCCO3)cc1OC	6%	1	7%	8%	x	16%	-14%	-22
CCOc1ccc(NC(=O)Cn2cc(C(=O)c3ccccc3)c(=O)c3cc4c(cc32)OCO4)cc1	x	-6	-7%	9%	-21%	x	x	x
CCOC(=O)c1ccccc1NC(=O)CN1CCCN(Cc2cc(C)ccc2C)S1(=O)=O	x	-7	12%	-5%	11%	x	x	x
COCCn1c(SCc2nc(N)nc(Nc3ccccc3C)n2)nc2ccccc2c1=O	9%	18	17%	-4%	25%	-6%	u	15
CCn1c(SCC(=O)NC2CCCCC2)nnc1-c1ccccn1	5%	-3	8%	10%	19%	-4%	1%	1
C=Cc1ccc(Cn2c(C(=O)O)c(CNCc3ccccc3)c3ccc(OC)cc32)cc1	x	-12	-2%	-5%	u	x	x	x
COc1cc(-c2nnc(-c3ccc(S(=O)(=O)c4ccccc4)cc3)o2)cc(OC)c1OC	10%	2	-5%	16%	x	1%	-2%	0
CCOC(=O)/C=C/C(=O)Nc1ccc(S(=O)(=O)N(C)c2ccccc2)cc1	5%	-10	16%	5%	12%	-14%	7%	-29
O=C(c1ccco1)c1cn(CC(=O)N2CCCCC2)c2ccccc12	3%	1	15%	3%	u	-2%	5%	-4
C[C@@H]1CN([C@@H](C)CO)C(=O)c2cc(NS(C)(=O)=O)ccc2O[C@@H](C)CCCCO[C@H]1CN(C)C(=O)Nc1ccc2c(c1)OCO2	15%	-5	5%	23%	18%	1%	-3%	-18
Cc1ccc(CNC(=S)N2CCOCC2)cc1	4%	0	1%	15%	-31%	-2%	-3%	-7
Cn1c(=O)c2c(nc(CN3CCN(CCO)CC3)n2Cc2cccc3ccccc23)n(C)c1=O	-3%	-22	2%	0%	28%	13%	-12%	-6
O=C(O)c1ccc(N=N/C(=N\Nc2ccc(C(=O)O)cc2)c2ccccc2)cc1	1%	-29	-20%	-13%	-6%	u	-23%	-53*
CCOC(=O)C1(C(=O)OCC)NC(=O)CC1CC(C)C (stereo unspecified)	-6%	5	1%	14%	-11%	10%	6%	-2
Cc1ccc(S(=O)(=O)N2CCN(C(=O)Cc3ccc(S(=O)(=O)N4CCOCC4)s3)CC2)cc1	11%	13	4%	2%	8%	2%	-2%	1
CS(=O)(=O)c1ccc(C(=O)OCC(=O)N(CCc2ccccc2)Cc2ccccc2)cc1	5%	-6	6%	10%	29%	2%	0%	10
COc1ccc(NC(=O)C2CCCN(S(=O)(=O)c3ccc4[nH]c(=O)ccc4c3)C2)cc1 (stereo unspecified)	8%	0	-7%	-7%	-21%	1%	-2%	-15
COc1ccc(N2CCN(C(=O)CCN3C(=O)c4ccccc4S3(=O)=O)CC2)cc1	17%	1	9%	7%	u	13%	0%	-20
CSCC(=O)N1CCC(n2nccc2NC(=O)CCCc2ccccc2)CC1	-4%	-10	-4%	11%	x	5%	-2%	-11
